Screening data as filed in PubChem BioAssay.
KB-V1 MDR tox – kills drug-selected multidrug resistant KB-V1 cells. Potency, µM (top dose mostly 46.1 µM), without a hit: at the highest dose activity change, negative = cytotoxicity, actives largely listed as cytotoxic. 400,000 compounds, 3.4% hits. KB-V1 MDR cells viability, CellTiter-Glo, 72 h; further: on the % scale 0 is the no-effect control and ±100 the full control effect; nearly all actives have a fitted effect of over 60% in size
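qHTS viability screen in drug-selected KB-V1 MDR cells: 72 h compound treatment at 37 degrees C, ATP luminescence end point.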
HT1080NT lethal – kills 2HG-producing HT-1080-NT fibrosarcoma cells; HT-1080-NT fibrosarcoma viability, CellTiter-Glo ATP luminescence, 48 h; Potency, µM (highest dose often 46.1 µM), without a hit: at the highest dose activity, negative = less viability, hits mostly cytotoxic; 360,000 compounds, 1.6% hits; AID 686970;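 further: NT is the 2HG producing partner of a matched IDH1 knockdown line; 0% = DMSO-treated cells and -100% = media-only wells without cells; nearly all actives have a fitted effect of over 55% in size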
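HT-1080-NT fibrosarcoma cells (2HG-overproducing), 750 cells/well in RPMI with 5% FBS, dosed after 2 h and incubated 48 h at 37C. CellTiter-Glo luminescence normalized to DMSO and no-cell wells; concentration-response curves fitted and classed.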
TDP-43 yeast inh – TDP-43 toxicity inhibition in yeast. TDP-43 expressing yeast growth rescue, BacTiter-Glo, 24 h. Potency, µM (titrated, usually from 46.1 µM), inactives show top-dose growth rescue (activation), actives largely listed as activators. AID 652104. 410,000 compounds, 1.8% hits; further: % of control where 0% means no effect; nearly all actives have a fitted effect of over 50% in size
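Luminescence from BacTiter-Glo reports growth of TDP-43-expressing yeast after 24 hr at 30 deg C with compound. Cells were raffinose-pregrown to mid-log, then seeded in galactose medium at OD600=0.02.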
GLP-1R inv ag – acts as inverse agonist at human GLP-1 receptor; HEK293 GLP-1R CRE-luciferase, luminescence, 24 h; GLP-1R form is constitutively active; Potency, µM (series often up to 38.3 µM), inactives show top-dose activity change, negative = inhibition, usual class: inhibitors; P43220; 410,000 compounds, 1.6% hits; further: on the % scale 0 is the no-effect control and ±100 the full control effect; nearly all actives have a fitted effect of over 55% in size
Target sequence (P43220 whole entry, looked up): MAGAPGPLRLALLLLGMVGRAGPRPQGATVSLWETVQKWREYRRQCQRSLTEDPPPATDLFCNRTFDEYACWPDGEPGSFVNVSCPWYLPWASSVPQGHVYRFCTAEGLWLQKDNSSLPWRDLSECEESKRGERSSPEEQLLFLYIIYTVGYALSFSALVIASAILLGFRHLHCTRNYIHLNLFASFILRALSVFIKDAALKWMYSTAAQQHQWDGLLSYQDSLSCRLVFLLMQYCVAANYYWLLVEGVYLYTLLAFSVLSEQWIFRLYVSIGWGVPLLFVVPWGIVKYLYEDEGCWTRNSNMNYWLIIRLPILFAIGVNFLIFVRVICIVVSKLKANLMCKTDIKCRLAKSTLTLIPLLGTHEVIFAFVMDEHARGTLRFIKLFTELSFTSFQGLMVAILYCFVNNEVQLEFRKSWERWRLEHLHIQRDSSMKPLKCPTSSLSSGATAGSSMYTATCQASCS
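Stable HEK293 clone (constitutively active GLP-1R + cAMP-response luciferase); 200 cells/uL plated, 12 h pre-culture, compound 24 hr, 37 deg C/5% CO2; detection reagent 12 min RT; luminescence.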
KB-3-1 cytotox – KB-3-1 parental cell cytotoxicity | Potency, µM (series often up to 46.1 µM), for inactives: at the highest dose activity change, negative = cytotoxic, actives largely listed as cytotoxic | AID 1347075 | 400,000 compounds, 1.4% hits | KB-3-1 viability, CellTiter-Glo ATP luminescence, 72 h; further: on the % scale 0 is the no-effect control and ±100 the full control effect; nearly all actives have a fitted effect of over 60% in size
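Cytotoxicity in the drug-sensitive parental line KB-3-1 was scored as loss of CellTiter-Glo luminescence following 72 h incubation with compound. Values come from curve fitting of normalized concentration-response data.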
SW480 rerep – induces DNA re-replication in SW480 colon adenocarcinoma cells | SW480 DNA re-replication, Hoechst DNA content imaging, 48 h | Potency, µM (series often up to 46.1 µM), inactives show top-dose re-replication activation, usual class: activators | 340,000 compounds, 1.8% hits; further: % of control where 0% means no effect; nearly all actives have a fitted effect of over 55% in size
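Readout is total intensity of Hoechst-stained nuclei, excited at 405 nm and collected at 500-530 nm. Compound treatment lasted 48 hr at 37 C in 5% CO2 before staining.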
GLP-1R agonist – agonists of human GLP-1 receptor | P43220 | HEK293 GLP-1R CRE-luciferase, luminescence, 4-6 h; cells express a hypersensitive GLP-1R form | Potency, µM (series often up to 45.6 µM), without a hit: top-dose activation, most hits filed as activators | 380,000 compounds, 0.007% hits; further: % of control where 0% means no effect
HT1080 IDH1KD tx – kills HT-1080 cells with IDH1 knockdown; HT-1080 IDH1 knockdown viability, ATP luminescence, 48 h; Potency, µM (series often up to 46.1 µM), without a hit: top-dose activity, negative = toxicity, actives largely listed as cytotoxic; 360,000 compounds, 2% hits; AID 686971;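 further: 0% = DMSO wells and -100% = cell-free medium wells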
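Assay cells: HT-1080 with IDH1 knockdown, 750 per well, RPMI/5% FBS. Exposure: 48 h at 37 °C following 2 h pre-incubation. Read: CellTiter-Glo luminescence; fitted concentration-response, curve class assigned.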
HEK293 tox – cytotoxicity in counter-screen for GLP-1R inverse agonists; HEK293 cAMP-luciferase reporter cells, luminescence, 24 h; Potency, µM (titrated, usually from 38.3 µM), for the others: at the top dose activity change, negative = inhibition, actives largely listed as inhibitors; 410,000 compounds, 0.13% hits; AID 624418;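 further: loss of luciferase light is scored as toxicity; on the % scale 0 is the no-effect control and ±100 the full control effect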
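Cells in DMEM/10% Nu serum/1% pen-strep, 1536-well format. Pre-incubated 12 h, dosed with 23 nL compound, incubated a further 24 h. Luciferase detection, 12 min at room temp, luminescence.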
* marks the source's active call; other numbers are inactive results; ? = inconclusive; . = not tested or not shown; [ ] = dose if it differs, or a comment. The call rests on the fitted dose curve; in most records, active means well fitted curve in the direction sought with a large enough effect; inconclusive means small, poorly fitted or top-dose-only effect, or another doubt; inactive means no such curve, though single readings can be large; an effect the other way counts as inactive or inconclusive. Potency means the concentration at half of the fitted maximal effect.

SMILES	KB-V1 MDR tox	HT1080NT lethal	TDP-43 yeast inh	GLP-1R inv ag	KB-3-1 cytotox	SW480 rerep	GLP-1R agonist	HT1080 IDH1KD tx	HEK293 tox
O=c1c(Cl)c(NCCO)ncn1-c1ccccc1	-1%	2%	0%	17%	0%	-3%	1%	12%	-1%
O=C1CC(c2ccccc2)CC(O)=C1C=NCc1ccccc1Cl (stereo not given)	?	5.6µM*	-28%	?	?	-1%	12%	?	?
N/C(=N\NS(=O)(=O)c1ccccc1)c1ccccn1	-3%	3%	-25%	-16%	-18%	?	4%	-9%	10%
CC1(C)CC(=O)c2cc(OCC(=O)NCCCN3CCN(c4ccc(F)cc4)CC3)ccc2O1	-18%	?	-17%	-21%	3%	?	2%	?	-6%
O=C(O)C(c1ccccc1)C1(O)CCCCC1 (stereo not given)	29%	13%	25%	14%	8%	-14%	-8%	0%	3%
COc1ccc(N2CCN(CC(=O)Nc3cc(C)on3)CC2)cc1	3%	2%	-16%	9%	-3%	-6%	1%	?	-17%
COc1ccc(Cl)cc1NC(=O)c1cc(S(=O)(=O)N2CCCC2)cn1C	-13%	-8%	-2%	8%	-9%	-4%	-1%	-1%	0%
CCC(C(=O)OC)n1c(-c2ccccc2)nc2ccccc2c1=O (stereo not given)	-7%	-3%	5%	-5%	?	-6%	2%	2%	-5%
COC1c2ccccc2C(=O)N1CCc1ccc(Cl)cc1 (stereo not given)	20%	7%	0%	?	5%	3%	8%	15%	-10%
COC(=O)C(Cc1ccc(OC(=O)c2ccc(Cl)cc2)cc1)N1Cc2ccccc2C1=O (stereo not given)	10%	-4%	15%	-3%	-5%	0%	-14%	-3%	2%
N#CCCN(C(=O)COC(=O)c1cccc(S(=O)(=O)N2CCCC2)c1)c1ccc(F)cc1	-22%	6%	23%	0%	3%	-1%	-2%	10%	6%
CCOc1ccc2nc(NC(=O)c3ccc(C)o3)sc2c1	?	-9%	-23%	?	?	-9%	-6%	?	4%
Cc1cc(OCC(=O)N2CCN(c3ncccn3)CC2)ccc1Cl	?	-3%	0%	-12%	-1%	-2%	7%	-1%	14%
CC1(C)ON=C(c2cccc(F)c2)NC1=O	-3%	24%	18%	12%	10%	.	-4%	23%	0%
CCOC(=O)C1CCN(C(=O)COc2ccc3c(C)cc(=O)oc3c2)CC1	-1%	4%	-2%	33%[activator]	16%	-44%	21%	10%	1%
Nn1c(SCc2ccccc2F)nnc1-c1ccccn1	27%	26%	-9%	6%	7%	-8%	7%	12%	0%
Cc1cc(=O)oc2cc(OCc3nnc(-c4ccccc4Br)o3)ccc12	0%	5%	-4%	5%	?	12%	?	-12%	-27%
COC(=O)c1cc(N2C(=O)C3C4C=CC(CC4)C3C2=O)ccc1Cl (stereo not given)	-13%	-6%	-21%	-31%	-2%	9%	2%	0%	-2%
Cc1ccc(NC(=S)/N=C(\N)Nc2nc(C)c3cc(C)c(C)cc3n2)cc1C	10%	6%	11%	14%	-29%	?	5%	-4%	-11%
COc1cccc(N2CCN(C(=O)c3nc(-c4ccc(Cl)cc4)n4c3CCCCC4)CC2)c1	-8%	.	?	?	-29%	.	.	.	-16%
CCOC(=O)c1cnc2c(ccc3ccccc32)c1Cl	16%	1%	14%	1%	1%	1%	0%	9%	-2%
CCC(=O)N1c2ccc(S(=O)(=O)N3CCN(c4ccc([N+](=O)[O-])cc4)CC3)cc2CC1C (stereo not given)	-23%	?	?	-9%	-29%	16%	1%	6.5µM*	9%
CC(=O)c1c(C)[nH]c(C(=O)Nc2ccc(Cl)c(S(=O)(=O)N(C)C)c2)c1C	-11%	10%	26%	-14%	-6%	-3%	-2%	12%	-1%
Cc1nn(C(C)C(=O)Nc2sc3c(c2C#N)CCCC3)c(C)c1[N+](=O)[O-] (stereo not given)	?	-26%	-7%	-1%	-27%	?	3%	8%[9.24 µM]	3%
COc1ccc(OC2CCN(S(=O)(=O)c3ccccc3)CC2)cc1	-26%	-1%	?	?	-4%	-2%	11%	0%	10%

Record cards, as listed above:
Record of `COC(=O)C(Cc1ccc(OC(=O)c2ccc(Cl)cc2)cc1)N1Cc2ccccc2C1=O` (stereo not given) : KB-V1 MDR tox: 10%; HT1080NT lethal: -4%; TDP-43 yeast inh: 15%; GLP-1R inv ag: -3%; KB-3-1 cytotox: -5%; SW480 rerep: 0%; GLP-1R agonist: -14%; HT1080 IDH1KD tx: -3%; HEK293 tox: 2%
Record of `CC1(C)ON=C(c2cccc(F)c2)NC1=O` : KB-V1 MDR tox: -3%; HT1080NT lethal: 24%; TDP-43 yeast inh: 18%; GLP-1R inv ag: 12%; KB-3-1 cytotox: 10%; SW480 rerep: .; GLP-1R agonist: -4%; HT1080 IDH1KD tx: 23%; HEK293 tox: 0%
Record of `Cc1nn(C(C)C(=O)Nc2sc3c(c2C#N)CCCC3)c(C)c1[N+](=O)[O-]` (stereo not given) : KB-V1 MDR tox: ?; HT1080NT lethal: -26%; TDP-43 yeast inh: -7%; GLP-1R inv ag: -1%; KB-3-1 cytotox: -27%; SW480 rerep: ?; GLP-1R agonist: 3%; HT1080 IDH1KD tx: 8%[9.24 µM]; HEK293 tox: 3%

The listing picks up with the 2 entries that preceded the break.
SMILES	KB-V1 MDR tox	HT1080NT lethal	TDP-43 yeast inh	GLP-1R inv ag	KB-3-1 cytotox	SW480 rerep	GLP-1R agonist	HT1080 IDH1KD tx	HEK293 tox
Cc1nn(C(C)C(=O)Nc2sc3c(c2C#N)CCCC3)c(C)c1[N+](=O)[O-] (stereo not given)	?	-26%	-7%	-1%	-27%	?	3%	8%[9.24 µM]	3%
COc1ccc(OC2CCN(S(=O)(=O)c3ccccc3)CC2)cc1	-26%	-1%	?	?	-4%	-2%	11%	0%	10%
CCCn1c2ccccc2c2nnc(SC(CC)C(=O)Nc3sc4c(c3C#N)CCCC4)nc21 (stereo not given)	0%	18%	6%	29%	6%	0%	-8%	-1%	-2%
Fc1ccc(/C=N/N2CCOCC2)c(F)c1	3%	16%	16%	0%	-6%	-9%	-3%	-4%	7%
CCCCNC(=S)N/N=C/C1=CCC2CC1C2(C)C (stereo not given)	?	-4%	-17%	?	?	13%	-1%	-10%	7%[1.53 µM]
O=C(CN1CCC(O)(c2cccc(C(F)(F)F)c2)CC1)NCCc1ccccc1	?	-25%	-17%	?	-16%	3%	16%	-5%	-11%
Cc1ccc(-c2nn(C)c(=O)c3ccccc23)cc1CO	-8%	0%	10%	56%[activator]	-2%	-2%	3%	-5%	13%
Cc1ccc(NC(=O)Cn2nnc(C(=O)NCc3cccs3)c2N)cc1	22%	?	3%	-24%	14%	-5%	-16%	?	3%
O=C(NCC1CC1)Nc1ccc(Cl)cc1	26%	-8%	10%	2%	0%	3%	-2%	4%	-9%
Cc1csc(NC(=O)c2ccc(C)c(S(=O)(=O)N3CCCCC3)c2)n1	9.2µM*	-2%	24%	0%	?	3%	5%	-3%	-7%
COC(=O)C(NC(=O)c1ccco1)(Nc1nc(C2CC2)cs1)C(F)(F)F (stereo not given)	-23%	-11%	-11%	?	-25%	21%	2%	-3%	67%[activator]
COc1ccc(N2C(=S)NC3N2C(=S)NC3(C)c2ccccc2)cc1 (stereo not given)	-17%	16µM*	-3%	?	?	28%	5%	12µM*	2%
O=C(Nc1cccc([N+](=O)[O-])c1)Nc1ccc2c(c1)OCCO2	?	3%	-18%	-4%	-1%	9%	8%	-3%	-2%
Cc1ccc(CSc2oc(-c3cccs3)nc2S(=O)(=O)c2ccc(C)cc2)cc1	9%	.	-1%	-5%	-9%	.	.	.	-3%
COc1ccc(-c2csc3ncnc(N4CCN(S(=O)(=O)c5cccc(Br)c5)CC4)c23)cc1	?	7%	11%	3%	-6%	16%	-13%	0%	5%
Cc1ccc(S(=O)(=O)Oc2ccccc2-c2ccccc2)cc1	?	?	-20%	2.5µM*	?	12µM*	8%	16µM*	-25%
N#C/C(=C\c1ccccc1[N+](=O)[O-])C(=O)Nc1ccc(S(N)(=O)=O)cc1	-11%	0%	5%	3%	10%	23%	-1%	-4%	4%
Cc1ccc(C)c(S(=O)(=O)Nc2ccc(O)cc2)c1	?	-8%	-2%	-18%	-17%	-1%	16%	-11%	5%
O=C1OC(c2ccc(F)cc2)=N/C1=C\C=C/c1ccccc1	-3%	4%	5%	6%	-5%	-14%	-5%	5%	-17%
O=C1CCCC2=C1C(c1cccs1)Nc1ccccc1N2 (stereo not given)	-5%	-3%	7%	9%	0%	1%	0%	-3%	8%
Cc1nc(N2CCOCC2)[nH]c(=O)c1[N+](=O)[O-]	-3%	-4%	-18%	-8%	-18%	-18%	-2%	-2%	?
O=C(COC(=O)c1n[nH]c2ccccc12)Nc1cccc(S(=O)(=O)N2CCOCC2)c1	-3%	2%	18%	-13%	0%	-7%	4%	2%	7%
Cc1nn(CC(=O)N2CCN(c3ccccc3)CC2)c(=O)c2ccccc12	?	0%	-17%	7%	?	?	5%	-12%	-12%
COc1cccc2c1c(NC(=O)c1cc(C)on1)nn2C	-6%	9%	?	2%	11%	-10%	6%	7%	-3%
CCOC(=O)c1ccc(/C=C2\c3ccccc3C(=O)N2c2ccccc2)cc1F	-10%	-7%	16%	?	?	2%	11%	0%	-15%
Cn1cnnc1SCc1cccc(Br)c1	12%	0%	0%	0%	0%	-2%	3%	-1%	-2%
Cc1nn(Cc2ccccc2Cl)c(C)c1NC(=O)c1noc2c1CCCCC2	-6%	-7%	0%	0%	?	6%	1%	10µM*	-8%
C=CCn1c(COc2ccccc2F)nnc1SCC(=O)Nc1cc(C)on1	-3%	2%	25%	0%	21%	-5%	1%	-8%	0%
Fc1ccc(-c2n[nH]c(=S)n2Cc2ccccc2)cc1	?	12%	?	3%	-3%	5%	-1%	8%	2%
CC(=O)Nc1cc(-c2nc3ccccc3o2)ccc1Cl	5%	7%	8%	5%	1%	-7%	5%	9%	0%
COCCCN(Cc1cccs1)S(=O)(=O)c1c[nH]c(C(=O)OC)c1	-14%	-2%	12%	16%	-3%	?	-4%	0%	-12%
COc1cc(NS(=O)(=O)c2ccc(NC(=O)c3ccc(OC)c(Br)c3)cc2)nc(OC)n1	2%	.	9%	6%	3%	.	.	.	11%

Hits appear at their usual frequency, and some 9.4% of all compounds hit somewhere here.
